Bioassay records as filed in PubChem.
AHR act = AHR activators, primary screen, cell-based, luminescence, luciferase reporter, human; Aryl hydrocarbon receptor (Homo sapiens), P35869; AHR-responsive luciferase reporter cells; activation, % at 5 µM; actives 2.5% (n = 320,000); in the data active = activation above about 47%;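 also: 0% = vehicle wells and 100% = reference agonist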
EBNA-1 inh = EBNA-1 DNA-binding inhibitors, primary screen, biochemical, fluorescence polarization; actives 0.34% (n = 300,000); AID 1950, 2009; inhibition, % at 14.8 µM; in the data active = inhibition above about 28%
LAP4-GFP MLPCN = modulators of LAP4-GFP expression in yeast, primary screen, S. cerevisiae, multiplex flow cytometry, MLPCN library. 3 h; median GFP as percent of DMSO wells. GFP response vs DMSO, % at 10 µM. actives 0.34% (n = 320,000);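 active = GFP response vs DMSO above a set limit, about the screen mean plus 3 SD, cut at about 150% in these data; inconclusive = under 70 cell events counted for the yeast strain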
MEP2-GFP yeast = modulators of MEP2-GFP levels in yeast, primary screen, S. cerevisiae, multiplex flow cytometry, MLPCN library; GFP response vs DMSO, % at 10 µM; actives 0.51% (n = 330,000); S. cerevisiae MEP2-GFP strain, 3 h; 100% = DMSO control level;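 active = GFP response versus DMSO above a set limit, roughly screen mean plus 3 SD, cut at about 180% in these data; inconclusive = fewer than 70 cells counted for a yeast strain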;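 also: median GFP fluorescence of the barcode-gated MEP2-GFP cells per well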
procasp7 counter = procaspase-7 activators, primary screen, counter-screen for procaspase-3 activator project, biochemical, absorbance, HTS, human; Caspase-7 (Homo sapiens), P55210; recombinant procaspase-7, Ac-DEVD-pNA absorbance 405 nm; D23A/D198A/D206A triple mutant, cannot self-cleave; scale: DMSO 0, 5 µM enzyme 100; activation, % at 8.5 µM; actives 0.093% (n = 330,000);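 active = percent activation above the screen-wide mean plus 3 SD, cut at about 25% in these data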
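Detection: p-Nitroaniline absorbance at 405 nm, read at 0 and 120 min; system: Uncleavable procaspase-7 mutant enzyme; evaluation: % activation from two-timepoint absorbance difference, scaled to controls; times: 1 h enzyme–compound preincubation and 2 h substrate reaction, both 25 °C; buffer or medium: Zinc-free HEPES pH 7.4 with 300 mM NaCl, 0.01% Triton X-100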
RPL19A-GFP yeast = RPL19A-GFP expression modulators in yeast, primary screen, cell-based, S. cerevisiae, multiplex flow cytometry, MLPCN. S. cerevisiae RPL19A-GFP strain, 3 h; active compounds read low. percent response vs DMSO, % at 10 µM. actives 0.3% (n = 330,000);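 active = percent response vs DMSO below 50%; inconclusive = fewer than 70 events counted for the yeast strain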;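 also: median channel GFP fluorescence of the barcoded RPL19A-GFP strain; ratio of sample median GFP to plate DMSO average so 100% = DMSO; lower means less RPL19A-GFP as with rapamycin TOR inhibition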
ZTA counter = counter-screen for EBNA-1 inhibitors: inhibitors of Epstein-Barr virus ZTA | AID 2234 | actives 0.15% (n = 320,000) | inhibition, % at 11 µM | ZTA-DNA binding, fluorescence polarization; in the data active = inhibition above about 33%
procasp3 activ = activators of human procaspase-3 D3A mutant, primary screen, biochemical, absorbance, PC-3 D3A mutant, single concentration; recombinant procaspase-3 D3A, Ac-DEVD-pNA absorbance 405 nm; AID 463141, 2010; Caspase-3 (Homo sapiens), P42574; activation, % at 8.5 µM; actives 0.11% (n = 330,000);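 active = activation above the mean of all tested compounds plus 3 SD, cut at about 21% in these data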;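 also: 0% = DMSO alone and 100% = DMSO wells spiked with extra 5 µM PC-3 D3A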
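Evaluation: percent activation relative to control range; Material: Procaspase-3 D3A mutant, all three cleavage aspartates alanine; Compound: single dose, 8.5 µM nominal compound, 0.8% DMSO; Replication: one well per compound; Signal: absorbance at 405 nm, 0 and 120 min; Schedule: 1 h preincubation plus 2 h reaction at 25 °C.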
An asterisk follows results filed as active; u = inconclusive; x = no result given. The order is random, and some 3.8% of all compounds hit somewhere here.

Every second line gives: EBNA-1 inh	procasp3 activ	procasp7 counter	ZTA counter	MEP2-GFP yeast	RPL19A-GFP yeast	LAP4-GFP MLPCN	AHR act
1: COc1ccc(C(NCC(=O)Nc2c(C)cccc2C)c2ccccc2)cc1 (stereo unspecified)
  6	9	1	4	101	95	96	0
2: O=C(COC(=O)c1c2c(nc3ccccc13)CCCC2)c1ccc(Br)s1
  11	-2	5	-1	96	100	106	16
3: Cc1ccc(-c2csc(/C(C#N)=C/Nc3ccccc3SC(F)(F)F)n2)cc1
  1	-4	3	-1	97	101	104	0
4: N#Cc1c(NC(=O)CN2C(=O)c3ccccc3C2=O)oc(-c2ccccc2)c1-c1ccccc1
  -2	-5	-10	-2	91	99	96	3
5: O=C(COC(=O)CCS(=O)(=O)c1ccccc1)Nc1ccc(N2CCCCC2)cc1
  x	11	2	-18	99	94	98	2
6: CC1(C)Cc2c(sc3[nH]c(=S)n(Cc4ccco4)c(=O)c23)CO1
  13	-1	-28	9	100	101	101	0
7: COc1ccc(S(=O)(=O)N2CCCCCC2)cc1C(=O)N(CC(C)C)C1CCS(=O)(=O)C1 (stereo unspecified)
  2	8	4	8	105	102	108	3
8: COc1ccc(CCNC(=O)c2cnn3cccnc23)cc1OC
  -1	1	2	3	104	102	106	15
9: CC(=O)Nc1ccc(Br)c(Cl)c1
  -4	-3	7	4	105	107	105	-1
10: CC1CCCC(C)N1/N=C/c1ccccc1OC(F)F (stereo unspecified)
  9	0	9	15	u	93	88	-2
11: COC(=O)[C@@]12CCCN1[C@H](c1ccc(-c3ccccc3)cc1)[C@@H]1C(=O)N(C)C(=O)[C@@H]12
  -4	9	-4	-13	95	98	98	8
12: CCCCCn1c(=O)[nH]c2cc(C(=O)NCCc3ccc(OC)c(OC)c3)ccc2c1=O
  -7	-3	-5	-6	109	97	104	2
13: Nn1c(SCC(=O)N2CCCc3ccccc32)nncc1=O
  -5	5	9	3	99	100	102	1
14: CC(C)OC(=O)c1cc2ccccc2oc1=O
  3	2	5	-10	95	93	79	5
15: Cc1cc2ccccc2n1CCNC(=O)C1CCCC1
  -5	0	2	-13	100	101	101	10
16: COc1ccc(C2C3=C(CC(C)(C)CC3=O)Nc3nc(C)nn32)cc1OC (stereo unspecified)
  1	-4	8	8	94	94	102	-1
17: CC(C)c1ccc(C2NC(=S)NC3=C2C(=O)CCC3)cc1 (stereo unspecified)
  -1	-4	7	7	108	96	100	3
18: Clc1ccc(CN2CCSCC2)cc1Cl
  4	-1	5	-6	111	101	94	-1
19: N=c1c2c(-c3ccccc3)c(-c3ccccc3)n(Cc3ccco3)c2ncn1CCO
  0	-8	-2	-1	95	96	101	-2
20: NC(=O)CN1C(=O)NC2(CCCc3sccc32)C1=O (stereo unspecified)
  -4	7	-4	-7	108	103	95	-1
21: Cc1cc(Oc2ccc(OCC(N)=O)nn2)nc(Cl)n1
  3	-11	10	-4	87	88	94	0
22: COC(=O)c1ccccc1NC(=O)CNC(=O)c1ccc(OC)c(OC)c1
  13	2	0	3	90	94	99	5
23: CCOC(=O)N1CCC(=NNC(=O)COc2ccc(OC)cc2)CC1
  5	-1	-3	-7	94	102	101	6
24: Cn1c(=O)oc2cc(S(=O)(=O)N3CCCC(C(=O)NCCN4CCOCC4)C3)ccc21 (stereo unspecified)
  4	3	1	0	107	100	96	1
25: O=c1cc(CSc2ccc([N+](=O)[O-])cc2)nc2sccn12
  -9	-3	1	1	109	102	117	11
26: COCCn1c(SCC(=O)Nc2ccccc2F)nnc1-c1ccoc1C
  -7	0	6	-13	102	106	94	4
27: Cn1c(-c2ccc(F)cc2)cnc1SCC(=O)Nc1ccccc1N1CCOCC1
  -10	-1	3	-7	99	102	106	8
28: COc1cccc(C(c2c(O)nc(SC)n(C)c2=O)c2c(O)nc(SC)n(C)c2=O)c1
  -16	0	13	-22	99	99	81	-1
29: C/C(=N\NC(N)=O)c1ccccc1
  4	1	0	18	104	104	95	-1
30: Cc1cc(C)c(C#N)c(=N)o1
  16	-6	-3	17	102	101	100	-1

A stretch of the results above, for reference:
Every second line gives: EBNA-1 inh	procasp3 activ	procasp7 counter	ZTA counter	MEP2-GFP yeast	RPL19A-GFP yeast	LAP4-GFP MLPCN	AHR act
26: COCCn1c(SCC(=O)Nc2ccccc2F)nnc1-c1ccoc1C
  -7	0	6	-13	102	106	94	4
27: Cn1c(-c2ccc(F)cc2)cnc1SCC(=O)Nc1ccccc1N1CCOCC1
  -10	-1	3	-7	99	102	106	8
28: COc1cccc(C(c2c(O)nc(SC)n(C)c2=O)c2c(O)nc(SC)n(C)c2=O)c1
  -16	0	13	-22	99	99	81	-1

Next section:
Every second line gives: EBNA-1 inh	procasp3 activ	procasp7 counter	ZTA counter	MEP2-GFP yeast	RPL19A-GFP yeast	LAP4-GFP MLPCN	AHR act
31: COc1cc(SC)ccc1C(=O)NCc1ccccc1
  7	-1	0	17	94	100	109	2
32: CNc1c([N+](=O)[O-])cnn1-c1ccccc1Cl
  -3	-3	9	-2	97	99	102	-1
33: CC(C)(C)NC(=O)/C(=C\c1ccco1)NC(=O)c1cccs1
  -7	-6	1	4	100	98	91	-2
34: CCC(C)N1CC(C(=O)O)CC1=O (stereo unspecified)
  1	1	-4	8	99	99	92	2
35: Cc1c(NC(=O)C(C)OC(=O)CC2Sc3ccccc3NC2=O)c(=O)n(-c2ccccc2)n1C (stereo unspecified)
  -2	-4	4	8	97	96	92	10
36: Cc1cc(C)n(CC(=O)NNC(=O)c2cncc(Br)c2)n1
  x	7	6	x	101	96	98	0
37: NC(=O)CCc1c[nH]c2ccccc12
  -6	8	7	-8	93	95	95	9
38: N#Cc1ccc(CSc2nnc(Cc3cccs3)n2Cc2ccco2)cc1
  -11	-2	-6	-8	95	99	106	-2
39: COC(=O)c1sc(SC)c(S(=O)(=O)C(C)C)c1N/N=C(\C#N)S(=O)(=O)c1ccccn1
  1	-5	5	-23	92	96	104	0
40: COc1ccc(OC)c(NC(=O)CN(Cc2ccc(Cl)cc2)S(C)(=O)=O)c1
  -14	-5	-6	13	91	91	79	5
41: CCOC(=O)CC1CCCCN1Cc1cn(C)nc1-c1ccc2c(c1)OCCO2 (stereo unspecified)
  4	-2	-2	3	104	102	105	1
42: COc1ccc(C(=O)NCC(=O)O)cc1
  4	4	1	-2	104	94	108	1
43: CCOc1cc(/C=C2\SC(=S)N(NC(=O)c3cccnc3)C2=O)ccc1O
  3	-14	-5	-1	103	106	92	-1
44: Cc1cc(OCCCn2ccnc2)cc(C(C)C)c1
  8	-3	8	-5	103	100	100	45
45: Cc1cccc(N2CCN(C(=O)C(NS(=O)(=O)c3cccs3)c3ccccc3)CC2)c1C (stereo unspecified)
  2	2	4	-5	101	94	91	-1
46: COCCCNC(=O)CSc1nc2ccccc2c(=O)n1CCCN1CCCCC1
  8	3	11	-3	113	109	101	1
47: CCOc1ccc(Br)cc1S(=O)(=O)Nc1ccc(C(=O)Nc2ccccc2OC)cc1
  -9	3	-2	0	113	108	98	4
48: COc1ccc(-c2nc(C#N)c(N3CCN(c4cccc(Cl)c4)CC3)o2)cc1OC
  -2	3	9	-2	100	99	105	-1
49: CCOc1ccc(/C=C2\CCC(C3CCCC3)C2=O)cc1OC (stereo unspecified)
  3	-1	0	-4	108	113	100	5
50: Cc1ccc(CN2C(=O)CCC2C(=O)N2CCN(c3ccc(F)cc3)CC2)cc1 (stereo unspecified)
  7	3	9	-1	105	94	98	1
51: CCOc1ccc(C(C)NC(=O)C2CCC2)cc1 (stereo unspecified)
  -2	5	-7	1	96	97	114	1
52: C/C(Cn1nnc([N+](=O)[O-])n1)=N\NC(=O)c1ccc(Cl)c(Cl)c1
  11	8	5	-10	98	110	90	5
53: Cc1nc(N)sc1C(=O)Nc1ccccc1
  -13	-13	-4	-1	113	100	106	105*
54: Cc1ccc(C(=O)OCC(=O)Nc2ccccc2N2CCOCC2)cc1
  -7	4	1	-9	92	95	94	0
55: COCCN(C(=O)COC(=O)c1nc(Cl)ccc1Cl)c1c(N)n(Cc2ccccc2)c(=O)[nH]c1=O
  2	4	11	4	105	75	121	0
56: O=C(O)C1C2CCC(O2)C1C(=O)Nc1ccc(Cl)cc1F (stereo unspecified)
  -4	4	0	-2	93	99	96	1
57: CC(NCC(O)COCCC12CC3CC(CC(C3)C1)C2)c1ccccc1 (stereo unspecified)
  -5	2	8	-9	103	104	86	-1
58: COc1ccc(-c2cc(C(F)(F)F)nc(SCC(N)=O)n2)cc1
  -6	-7	-1	-12	100	100	102	-2
59: N#Cc1ccc(NC(=O)COC(=O)C2Cc3ccccc3CN2C(=O)c2ccccc2)cc1 (stereo unspecified)
  33*	5	5	-18	102	102	96	1
60: CC(C)(C)c1nc(SCC(=O)Nc2nc3c(s2)CCCC3)c2ccccc2n1
  -1	6	7	-9	100	96	102	-1
61: CS(=O)(=O)Cc1ccc(C(=O)NC2CCN(Cc3ccccc3)C2)cc1 (stereo unspecified)
  -2	3	-1	20	110	101	100	-2
62: COc1ccc(/C=C/C(=O)NC(=S)Nc2ccc(S(=O)(=O)N=C(N)N)cc2)cc1OC
  58*	7	10	40*	94	86	x	0
63: Nc1c(C(=O)Nc2ccc3c(c2)OCCO3)nnn1Cc1ccccc1Cl
  2	-4	4	1	93	95	104	-11
64: Cc1nc2ccccc2nc1OCc1ccccc1
  4	10	7	-1	104	108	104	10
65: O=c1cc(CN2CCN(S(=O)(=O)/C=C/c3ccccc3)CC2)c2ccc(O)cc2o1
  -7	18	17	4	106	101	93	0
66: Cc1ccccc1NC(=O)c1ccccc1NC(=O)CCC(=O)O
  -1	2	-3	6	96	95	112	2
67: O=C(Cc1c(C(=O)O)[nH]c2ccccc12)NCCN1CCN(c2cccc(Cl)c2)CC1
  2	-7	4	4	105	x	96	7
68: CC(C)(C)NC1=CC(=O)OC12CCCCC2
  8	1	2	2	99	99	91	0
69: CC(C)Cc1nc(N2CCC(C(N)=O)CC2)c2nnn(Cc3ccccc3)c2n1
  2	2	-3	6	96	103	103	0
70: Cc1ccccc1-c1nc(CN(C)C(C)c2ccon2)c(C)o1 (stereo unspecified)
  6	-7	3	23	106	96	102	8
71: COc1ccc(C(=O)N2CCCC(CCC(=O)N3CCN(c4ccccn4)CC3)C2)cc1 (stereo unspecified)
  3	-5	7	4	100	99	104	-2
72: Cc1cc(C(C)c2ccccc2)c(O)c(CN2CCOCC2)c1C (stereo unspecified)
  -3	2	-15	15	99	99	89	1
73: Cc1ccc(N(C(=O)CNC(=O)c2ccco2)C(C(=O)NC2CCCCC2)c2cccnc2)cc1 (stereo unspecified)
  -1	-1	6	16	111	110	108	9
74: Cc1ccc(C)c(-c2csc(N)c2C(=O)OC(C)C)c1
  -9	-5	-3	-1	98	x	91	3
75: Cc1c(NC(=O)C2CCCN2S(=O)(=O)c2cccc3nsnc23)cccc1C(=O)O (stereo unspecified)
  -1	3	2	-2	107	96	92	-2
76: Cc1ccc(C(=O)Nc2ccc(Oc3cccc(C(F)(F)F)c3)nc2)cc1
  -3	1	4	0	102	98	112	-3
77: Cc1cc(=O)[nH]c(SCCc2ccccc2)n1
  4	-2	3	-1	91	92	91	0
78: C/C(N)=C(/C#N)C(=O)CSc1nnnn1-c1ccc(C)cc1
  -9	7	-5	-2	95	92	94	19
